Source: PubChem (National Center for Advancing Translational Sciences (NCATS))
ALDH1A1 inh = qHTS Assay for Inhibitors of Aldehyde Dehydrogenase 1 (ALDH1A1); hit rate 7.3% among 220,000; AID 1030, 2008; Purified ALDH1A1, NADH fluorescence, propionaldehyde substrate; Aldehyde dehydrogenase 1A1 (Homo sapiens), P00352; Potency, µM (titrated, usually from 75.3 µM), for the others: at the highest dose activity, negative = inhibition, actives largely listed as inhibitors; active = well fitted inhibition curve with a large enough effect, not every such curve was filed as active; inconclusive = small, poorly fitted or top-dose-only effect, or another doubt; inactive = no such curve, though single readings can be large or run the other way;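 note: plate controls were no enzyme wells and a reference inhibitor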
Target sequence (P00352 whole entry, looked up): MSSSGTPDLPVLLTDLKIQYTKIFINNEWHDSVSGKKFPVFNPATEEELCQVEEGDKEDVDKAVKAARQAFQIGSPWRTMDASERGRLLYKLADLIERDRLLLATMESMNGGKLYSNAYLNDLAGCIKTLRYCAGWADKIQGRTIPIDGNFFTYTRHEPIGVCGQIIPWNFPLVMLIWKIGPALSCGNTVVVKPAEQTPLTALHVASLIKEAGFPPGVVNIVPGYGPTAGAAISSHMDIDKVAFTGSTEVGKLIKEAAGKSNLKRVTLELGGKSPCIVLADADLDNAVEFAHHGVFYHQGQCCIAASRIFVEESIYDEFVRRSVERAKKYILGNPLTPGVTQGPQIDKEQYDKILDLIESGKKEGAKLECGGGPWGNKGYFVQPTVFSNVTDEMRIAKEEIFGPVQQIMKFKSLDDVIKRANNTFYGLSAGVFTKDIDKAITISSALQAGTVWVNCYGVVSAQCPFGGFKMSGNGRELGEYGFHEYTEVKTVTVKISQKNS
Tau fluor counter = Counterscreen qHTS for Inhibitors of Tau Fibril Formation, Fluorescence Polarization; AID 1463, 2008; tau K18 P301L Alexa594 fluorescence, heparin fibrillization; hit rate 0.93% among 280,000; Potency, µM (top dose mostly 57.7 µM), for inactives: at the highest dose activity change, negative = decrease; note: nearly all actives have a fitted effect of over 55% in size
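Human K18 P301L tau (15 uM unlabeled plus 0.24 uM Alexa 594-labeled, final) in 100 mM sodium acetate pH 7 was mixed with compound and 20 uM heparin and incubated 6 hr at 37 C.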
Tau fibril ThT = qHTS for Inhibitors of Tau Fibril Formation, Thioflavin T Binding; recombinant tau K18 P301L (four-repeat tau fragment), heparin-induced fibrillization, ThT fluorescence; Potency, µM (highest dose often 57.4 µM), for inactives: at the highest dose activity, negative = inhibition, actives largely listed as inhibitors; hit rate 2.1% among 270,000; AID 1460, 2008; note: nearly all actives have a fitted effect of over 55% in size
Target sequence (P10636 561-689 P618L limits assumed): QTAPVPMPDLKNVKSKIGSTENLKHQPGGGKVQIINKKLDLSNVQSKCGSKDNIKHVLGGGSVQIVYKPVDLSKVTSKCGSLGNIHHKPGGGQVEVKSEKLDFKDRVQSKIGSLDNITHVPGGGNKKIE
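Heparin-induced (20 uM) aggregation of recombinant human K18 P301L tau, 15 uM unlabeled with 0.24 uM labeled, pH 7 acetate buffer, 6 hr at 37 C with compound. Fibrils quantified by 30 uM ThT fluorescence after 1 hr ambient incubation.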
TRb-SRC2 inh = qHTS for Inhibitors of the Interaction of Thyroid Hormone Receptor and Steroid Receptor Coregulator 2; Thyroid hormone receptor beta (Homo sapiens), P10828; AID 1469, 2008; hit rate 0.065% among 280,000; Potency, µM (series often up to 106 µM), for the others: at the top dose activity change, negative = inhibition, most hits filed as inhibitors; TRbeta-SRC2 peptide binding, fluorescence polarization; receptor liganded with 1 µM T3;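 note: plate controls were bound peptide for no effect and peptide without receptor for full effect; nearly all actives have a fitted effect of over 50% in size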
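Polarization signal, normalized between peptide-alone and full complex controls, measured compound effects on T3-liganded human TRb LBD (0.6 uM) binding 20 nM Texas Red SRC2 peptide after 5 hr.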
Tau FP inhib = qHTS for Inhibitors of Tau Fibril Formation, Fluorescence Polarization; Microtubule-associated protein tau (Homo sapiens), P10636; Potency, µM (doses to about 57.7 µM), without a hit: at the top dose activity, negative = inhibition, most hits filed as inhibitors; K18 P301L tau heparin fibrillization, Alexa594 FP, 6 h; hit rate 0.39% among 280,000; note: nearly all actives have a fitted effect of over 55% in size
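Steps: dispense K18 P301L tau (15 uM plus 0.24 uM Alexa 594 tracer, final) in pH 7 sodium acetate; add compound; add heparin (20 uM final); incubate 6 hr, 37 C; add ThT (30 uM final); after 1 hr ambient, read FP.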
aGal spleen mod = qHTS Assay for Inhibitors and Activators of Human alpha-Galactosidase From Spleen Homogenate; Potency, µM (titrated, usually from 80 µM), for inactives: top-dose activity change, negative = inhibition, usual class: inhibitors; hit rate 0.008% among 240,000; AID 2107, 2009; human spleen homogenate, 4MU-alpha-Gal fluorescence, 40 min;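 note: 0% = enzyme with vehicle and -100% = no enzyme basal signal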
Target sequence (P06280 32-429 limits assumed): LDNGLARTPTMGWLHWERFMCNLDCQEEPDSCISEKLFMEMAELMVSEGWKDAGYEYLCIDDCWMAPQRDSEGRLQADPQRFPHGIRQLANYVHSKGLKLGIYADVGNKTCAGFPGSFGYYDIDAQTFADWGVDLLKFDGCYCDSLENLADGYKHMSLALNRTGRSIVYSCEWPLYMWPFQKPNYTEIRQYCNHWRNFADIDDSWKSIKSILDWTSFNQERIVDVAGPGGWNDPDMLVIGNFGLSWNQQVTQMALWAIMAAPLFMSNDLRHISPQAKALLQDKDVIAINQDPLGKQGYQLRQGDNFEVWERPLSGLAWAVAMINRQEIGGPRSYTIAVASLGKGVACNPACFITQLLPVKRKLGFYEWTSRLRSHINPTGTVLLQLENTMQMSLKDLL
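Human spleen homogenate (1 ug) was the enzyme source, with 4-methylumbelliferyl-alpha-D-galactopyranoside (1 mM final) in pH 5.0 citrate buffer with 0.01% Tween-20. Compounds were titrated; after 40 min at 37C, NaOH/glycine stop, 4-MU fluorescence read; AC50 from Hill fits.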
TR SRC2 fluor cs = Total Fluorescence Counterscreen for Inhibitors of the Interaction of Thyroid Hormone Receptor and Steroid Receptor Coregulator 2; TRb/SRC2 Texas Red total fluorescence interference; Potency, µM (top dose mostly 106 µM), inactives show at the highest dose fluorescence change, negative = quenching; hit rate 0.29% among 280,000; active = well fitted curve in either direction with a large enough effect; inconclusive = small, poorly fitted or top-dose-only effect
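Human TRβ ligand-binding domain (0.6 uM) and Texas Red SRC2 peptide (20 nM) in Tris buffer with 1 uM T3 and 5% DMSO were incubated with pinned compound for 5 hr at ambient temperature. Total fluorescence was computed as S + 2P (555/632 nm).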
L3MBTL1 inh = qHTS Assay for the Inhibitors of L3MBTL1; Lethal(3)malignant brain tumor-like protein 1 (Homo sapiens), Q9Y468; AlphaScreen L3MBTL1–H3K9me1 peptide binding; Potency, µM (titrated, usually from 57.1 µM), for inactives: at the highest dose activity, negative = inhibition, actives largely listed as inhibitors; hit rate 0.66% among 230,000; AID 485360, 2010; note: nearly all actives have a fitted effect of over 60% in size
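AlphaScreen proximity signal between nickel-chelate acceptor and streptavidin donor beads (final 10 ug/mL) reports binding of 50 nM L3MBTL1 to 75 nM biotin-H3 K9me1 peptide; complex incubated with compounds 30 min at room temperature; cefsulodin titration as control.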
* = called active by the depositor; ? = inconclusive; / = no result given; [ ] = dose if it differs, or a comment. Unless noted, calls come from the whole dose curve; as a rule, active = well fitted curve in the direction sought with a large enough effect; inconclusive = small, poorly fitted or top-dose-only effect, or another doubt; inactive = no such curve, though single readings can be large; an effect the other way counts as inactive or inconclusive. Unless noted, % is set by controls: 0 for no effect and ±100 for the full control effect; potency is the fitted concentration of half-maximal effect.

SMILES	ALDH1A1 inh	Tau fluor counter	Tau fibril ThT	TRb-SRC2 inh	Tau FP inhib	aGal spleen mod	TR SRC2 fluor cs	L3MBTL1 inh
C=C(CC1([C@@H](NP(=O)(c2ccccc2)c2ccccc2)[C@H]2C[C@@H]2CCN(C(=O)OCC)S(=O)(=O)c2ccc(C)cc2)CC1)c1ccccc1	-8%	-8%	-17%	-2%	2%	0%	-5%	/
Cc1ccccc1C(=O)N/N=C/c1ccc(OCC(=O)N2CCCCC2)cc1	3%	-5%	-13%	-1%	-11%	7%	-7%	-2%
CCCn1c(C)nc2c(NCCN3CCCC3)nc(C)nc21	-1%	1%	?	2%	10%	-2%	0%	/
COc1ccc(-c2c(C)nn3c(N4CCN(Cc5ccccc5)CC4)cc(C)nc23)cc1OC	?	?	?	-25%	?	14%	2%	/
CCOC(=O)C1CCN(Cc2ccc(Cl)c(Cl)c2)CC1	?	1%	-3%	-3%	-1%	6%	-2%	/
Cc1ccccc1C(=O)Nc1cccc(NC(=S)NC(=O)c2cccs2)c1	?	-23%	14%	-13%	-18%	-6%	3%	2%
Cc1ccc(S(=O)(=O)N2CCOCC2)cc1C(=O)NCc1ccco1	?	-1%	-3%	-3%	-12%	0%	7%	-7%
CC(=O)Cc1nsc(NC(=O)c2ccc(-c3cc(C(F)(F)F)ccc3Cl)o2)n1	3%	-8%	-8%	-4%	-3%	-5%	0%	-2%
CCCCc1cc(=O)oc2cc(OCc3nn[nH]n3)ccc12	/	-8%	-9%	-8%	14%	6%	-6%	3%
Cc1nc(NC(=O)c2ccccc2)sc1-c1csc(Nc2ccc(C(=O)O)cc2)n1	/	?	/	-3%	14%	-9%	-5%	/
O=C(CN1C(=O)CS/C1=C\c1nc(-c2ccc(Cl)cc2)cs1)Nc1cccnc1Cl	?	?	?	6%	-6%	-2%	-2%	-5%
CCOc1ccc(N(CC(=O)NN=C2CCCC2)S(C)(=O)=O)cc1	6%	-1%	2%	-7%	1%	-7%	1%	/
Cc1ccccc1OCC(=O)Nc1cccc(C(=O)O)c1	8%	6%	4%	2%	1%	-13%	-4%	1%[11.4 µM]
CCCS(=O)(=O)NCCc1cc2ccc(OC)cc2[nH]c1=O	-6%	2%	1%	1%	-9%	-5%	1%	0%
O=C(Nc1ccc(Br)cc1)N1CCCCC1	?	-14%	-7%	14%	3%	0%	0%	1%
CN(C)S(=O)(=O)c1ccc(C(=O)Nc2ccc(Cl)cc2)cc1	-6%	-18%	5%	2%	?	3%	0%	-6%
Cn1c(=O)cc(OCC(=O)NCc2ccc(F)cc2Cl)c2ccccc21	/	-10%	-4%	-25%	8%	/	?	/
COC(=O)CSc1[nH]c2ccccc2c1[N+](=O)[O-]	/	15%	13%	-6%	2%	0%	-1%	/
CN(C)S(=O)(=O)N(CC(=O)N1CCN(c2ccccc2)CC1)c1ccccc1	-9%	-18%	-14%	-6%	-5%	-10%	-2%	4%
Cc1ccc(-n2nc(C)c(C(C)(O)C(F)(F)F)c2N)cc1 (stereo unspecified)	16%	-1%	4%	0%	-5%	3%	0%	0%
O=C(c1ccc2c(=O)n(Cc3ccc4c(c3)OCO4)c(=S)[nH]c2c1)N1CCCCC1	2%	3%	4%	6%	2%	0%	-5%	-4%
COc1ccc(OC)c(NC(=O)Cn2ncc3c2-c2ccccc2OC3)c1	/	-11%	1%	-1%	2%	/	8%	/
COc1cccc(C(=O)COc2ccc3ccc(=O)oc3c2)c1	?	-12%	-12%	4%	-1%	1%	-1%	3%
COc1ccc(CCN2C(=O)CC(NCCc3ccc(S(N)(=O)=O)cc3)C2=O)cc1OC (stereo unspecified)	10µM*	-3%	-10%	2%	3%	3%	0%	/
Cc1ccccc1Nc1nn2c(=O)c3ccc(C(=O)NCc4ccccc4)cc3nc2s1	/	?	?	1%	?	/	-9%	/
(further entries)
SMILES	ALDH1A1 inh	Tau fluor counter	Tau fibril ThT	TRb-SRC2 inh	Tau FP inhib	aGal spleen mod	TR SRC2 fluor cs	L3MBTL1 inh
COc1ccc(C(=O)/C(=C/c2cccs2)c2nc3ccccc3o2)cc1	2µM*	-6%	-5%	-4%	1%	10%	-4%	/
CCC(CC)C(=O)NCc1ccccc1OC	16%	3%	-4%	2%	5%	5%	3%	3%
CC(=O)C1=C(O)C(=O)N(Cc2cccnc2)C1c1ccc(Cl)cc1 (stereo unspecified)	-4%	1%	-4%	1%	3%	3%	2%	9%
O=C1N/C(=C\c2ccc(O)cc2)C(=O)c2ccccc21	?	-28%	?	?	-4%	-2%	-3%	-4%
CCCc1nnc(NC(=O)Cn2c(=O)oc3cc(Br)ccc32)s1	?	-24%	-12%	-2%	-3%	-3%	-3%	/
CCCC(=O)Nc1c(C(=O)OCC)oc2ccccc12	0%	-9%	-5%	-2%	0%	-5%	1%	15%
CN1c2ccsc2C(O)=C(C(=O)Nc2ccccc2)S1(=O)=O	3%	-4%	-3%	-16%	5%	17%	-1%	6%
COc1ccccc1/C=N/NC(=O)CN(C1=NS(=O)(=O)c2ccccc21)c1ccccc1	-6%	-8%	-7%	-7%	1%	4%	1%	0%
C/C(CCc1ccc2c(c1)OCO2)=N\N=C(/N)SC1CC(=O)N(c2ccc(Cl)cc2)C1=O (stereo unspecified)	-13%	?	0%	-3%	?	-14%	-6%	-4%
COCCn1c(Cc2ccccc2)nnc1SCC(=O)Nc1cc(C)on1	-10%	-8%	-11%	2%	-3%	6%	2%	5%
Cn1c(SCC(=O)Nc2nccs2)nnc1-c1ccncc1	7%	-9%	-6%	-15%	-1%	-5%	0%	/
Cc1cc(C(=O)COC(=O)c2ccc(CO)cc2)c(C)n1CC1COc2ccccc2O1 (stereo unspecified)	?	?	?	3%	-14%	1%	-3%	-17%
COc1ccc2nc(NC(=O)CSc3nc(C)cc(C)n3)sc2c1	-3%	-24%	?	-4%	1%	-6%	-3%	/
Cn1c(SCC(=O)N/N=C/c2cccs2)nc2ccccc21	2%	-5%	-11%	0%	-10%	6%	2%	6%
Cn1c(=O)n(C)c2cc(S(=O)(=O)NCc3ccco3)ccc21	?	-2%	-6%	-17%	-4%	6%	0%	1%
Cc1ccc(-c2cc(C(=O)N3CCCc4ccccc43)c3ccccc3n2)cc1	1%	-28%	-23%	-11%	?	-13%	-1%	/
COc1cc(/C=N/NC(=O)c2ccccc2)ccc1OS(=O)(=O)c1ccccc1	14µM*	?	-2%	11%	35µM*	1%	-2%	-12%
CCC(=O)OCC(=O)c1cc(C)n(-c2ccc(Br)cc2)c1C	-5%	5%	-6%	-5%	3%	0%	-4%	-5%
COc1ccc(NC(=O)c2c(NCc3cccc(F)c3)sc3c2CCCC3)c(OC)c1	/	?	?	3%	8%	/	-4%	/
CCOC(=O)c1sc2ncn(/N=C/N(C)C)c(=O)c2c1C	0%	8%	-2%	-4%	10%	-2%	1%	16%
COC(=O)c1scc(-c2ccc(C)cc2)c1S(=O)(=O)Nc1cc(Cl)ccc1C	/	-23%	-6%	1%	-5%	/	-4%	/
CCCCOc1ccc(S(=O)(=O)Nc2cccnc2)cc1	7%	-13%	-6%	-4%	-13%	-13%	0%	-1%
Cc1ccccc1OCC(=O)Nc1ccccc1CO	-1%	-2%	-8%	-4%	2%	-3%	-1%	0%
COc1cc(N=C2C(=O)N3c4c(cccc42)C(C)=CC3(C)C)cc(OC)c1	0.79µM*	-17%	?	3%	-4%	-1%	-1%	-7%
Fc1ccc(C2NCCn3cccc32)cc1 (stereo unspecified)	?	-14%	?	5%	2%	1%	-3%	-8%
(next part)
SMILES	ALDH1A1 inh	Tau fluor counter	Tau fibril ThT	TRb-SRC2 inh	Tau FP inhib	aGal spleen mod	TR SRC2 fluor cs	L3MBTL1 inh
COc1ccc(OCC(=O)Nc2ccc(NC(=O)c3ccco3)cc2)cc1	?	-5%	?	0%	13%	3%	-1%	/
COc1ccc2c(CC(=O)Nc3c(C)n(C)n(-c4ccccc4)c3=O)coc2c1	0%	-9%	-10%	-4%	2%	-1%	-5%	/
CCOc1ccc(C(=O)NC(=S)Nc2ccccc2OC)cc1[N+](=O)[O-]	8.9µM*	-11%	-1%	1%	?	-6%	-2%	-6%
COc1cc2c(cc1NC(=O)Nc1ccc(C)cc1)oc1ccccc12	4%	4µM*[quencher]	-4%	-8%	-7%	0%	-3%	/
COC(=O)C1=C(C)N=C2SCCC(=O)N2C1c1cccs1 (stereo unspecified)	-10%	-11%	-9%	-4%	-8%	-10%	-1%	/
CC(=O)Nc1ccccc1OCc1nnc(-c2ccc(Cl)cc2)o1	12%	-9%	?	1%	-4%	6%	-3%	/
Cn1c(-c2ccc3c(c2)OCO3)cnc1NCc1ccccc1Cl	?	-10%	?	-1%	13%	-6%	0%	-16%
Cc1ccc(CNC(=O)Nc2cccc(C)c2)cc1	8%	-7%	-4%	0%	3%	1%	-1%	-2%
CCCCOC(=O)Nc1cc(OC)c(Cl)cc1OC	?	-16%	-11%	-4%	-10%	1%	0%	37%[activator]

Entries of single compounds as entered above:
Profile of `CCOc1ccc(C(=O)NC(=S)Nc2ccccc2OC)cc1[N+](=O)[O-]` → ALDH1A1 inh = 8.9µM*; Tau fluor counter = -11%; Tau fibril ThT = -1%; TRb-SRC2 inh = 1%; Tau FP inhib = ?; aGal spleen mod = -6%; TR SRC2 fluor cs = -2%; L3MBTL1 inh = -6%
Profile of `Cn1c(-c2ccc3c(c2)OCO3)cnc1NCc1ccccc1Cl` → ALDH1A1 inh = ?; Tau fluor counter = -10%; Tau fibril ThT = ?; TRb-SRC2 inh = -1%; Tau FP inhib = 13%; aGal spleen mod = -6%; TR SRC2 fluor cs = 0%; L3MBTL1 inh = -16%

Compounds as they come. Share with any hit: about 8.5%.
